sdo1 growth – compounds rescuing growth of sdo1-depleted yeast, bone marrow failure model. actives 0.21% (n = 140,000). z-score at 10 µM. S. cerevisiae sdo1-depleted JHY4D growth rescue, OD600 30 h; active compounds read high; pdr5 snq2 efflux-pump mutant strain;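 active = z-score above 3 at both the 24 hr and the 30 hr optical density reads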;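 also: z-score against mean and SD of all compound wells on the same plate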
Insulin prom inh – TRM-6 insulin promoter activity inhibition. TRM-6 cells (human fetal islet line), insulin promoter-eGFP reporter, imaging; reporter expression induced with tamoxifen. inhibition, % at 2 µM. actives 0.9% (n = 130,000). AID 1273;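 active = inhibition above the mean plus 3 SD, with well images judged a real hit on visual review, cut at about 60% in these data, passing the limit was not always enough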
sdo1 growth Rescue 24 h – second read-out of sdo1 growth, no call of its own (marks repeat the call); z-score; S. cerevisiae sdo1-depleted JHY4D growth rescue, OD600; measured here: growth rescue at 24 h;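 0 is the plate mean of compound wells and units are plate SD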
* hit, by the source's call; x = no result given; [ ] = remark or other dose. Compounds as they come (roughly 0.99% active in at least one column).

The opening 3 records, ahead of the listing:
nr	SMILES	sdo1 growth Rescue 24 h	sdo1 growth	Insulin prom inh
1	COc1ccc(N2C(=O)CC(N(C)CCc3ccc(OC)c(OC)c3)C2=O)cc1 (stereo unspecified)	x	x	50
2	Cn1c(SCC(=O)NCCN2C(=O)CSC2=O)nc2ccccc2c1=O	-0.9	0.06	x
3	Cc1ccc(CN(Cc2cc3cc4c(cc3[nH]c2=O)OCCO4)Cc2nnnn2Cc2ccco2)cc1	-0.29	-0.1	-87

This part in full (from the top)
nr	SMILES	sdo1 growth Rescue 24 h	sdo1 growth	Insulin prom inh
1	COc1ccc(N2C(=O)CC(N(C)CCc3ccc(OC)c(OC)c3)C2=O)cc1 (stereo unspecified)	x	x	50
2	Cn1c(SCC(=O)NCCN2C(=O)CSC2=O)nc2ccccc2c1=O	-0.9	0.06	x
3	Cc1ccc(CN(Cc2cc3cc4c(cc3[nH]c2=O)OCCO4)Cc2nnnn2Cc2ccco2)cc1	-0.29	-0.1	-87
4	Cc1ccc(S(=O)(=O)N2CCN(C(=O)COc3ccc(NC(=O)c4ccco4)cc3)CC2)cc1	0.6	0.75	-107
5	CCOC(=O)c1nc(-c2ccccc2)oc1N(C)C	0.6	0.44	39
6	CCOc1ccc(N2CC(C(=O)Nc3ccc(N4CCOCC4)cc3)CC2=O)cc1 (stereo unspecified)	-0.38	0.62	19
7	Cc1cc(C)nc(SCc2cccc(C(=O)O)c2)n1	0.31	0.37	-25
8	Cc1cc(OCCOCCN2CCCC2)ccc1C(C)C	-0.15	0.26	x
9	CC(C)Cc1nn2c(=O)cc(O)nc2s1	0.21	0.47	-10
10	CCN(CCCNC(=O)C1CCC(=O)N1C1CCCC1)c1cccc(C)c1 (stereo unspecified)	-1.7	-0.26	-92
11	CCN(C(=O)CSc1nncs1)c1c(N)n(Cc2ccccc2)c(=O)[nH]c1=O	-0.12	0.53	x
12	COc1ccccc1Nc1ncccc1C(=O)O	-1	0.01[15.3 µM]	x
13	COc1ccc2c(CC(=O)OCC(=O)Nc3ccccc3[N+](=O)[O-])coc2c1	-0.56	-0.69	-3
14	CCOC(=O)C1C(=O)CC(C)(O)C(C(=O)OCC)C1/C=C/c1ccccc1 (stereo unspecified)	3.5	0.6	6
15	CCc1ccc(N/C(SCc2cccc(F)c2)=C(/C#N)C(=O)NCc2ccco2)cc1	-0.57	-0.14	0
16	Cc1cc(C)c2c(-n3cccc3)c(C(=O)NNS(=O)(=O)c3ccccc3)sc2n1	-1.9	-1.9	42
17	CCOc1ccc(CNC(=O)C2CCCN(S(C)(=O)=O)C2)cc1OC (stereo unspecified)	-0.19	0.28	6
18	COCc1c(C(=O)OCC(=O)N2c3ccccc3NC(=O)C2(C)C)oc2ccccc12	0.06	0.39	-6
19	Cc1ccc(NN2C(=O)C=C(c3ccc(Cl)cc3)C2=O)cc1	1.1	-0.59	4
20	O=C1NC2(CCCCC2)N=C1c1ccc(Br)cc1	0.1	-0.28	14
21	Cn1c(=O)c2c(nc(N3CCCCCC3)n2CCSc2nc3ccccc3o2)n(C)c1=O	-1.1	-1.5	x
22	COc1ccc(C2=Nc3cccc4cccc(c34)N2)cc1	-0.13	-0.21	-13
23	Cc1ccc(S(=O)(=O)CC#CCOC(=O)c2ccc([N+](=O)[O-])cc2)cc1	-2.4	-2.5	-20
24	Cc1cc(C)nc(NCCCc2ccccc2)n1	-0.78	-0.13	62
25	N#Cc1c(-c2ccccc2)c(C#N)c2nc3ccccc3n2c1N	2.3	0.7	-46
26	CC(C)NC(=O)COc1nncc2ccccc12	x	x	-35
27	O=C(O)CCCCCn1c(SCc2cc(=O)n3cc(Cl)ccc3n2)nc2ccsc2c1=O	0.69	0.48	43
28	O=C(CN1C(=O)CCS(=O)(=O)c2ccccc21)Nc1cccc(Cl)c1	0.05	0.35	-14
29	O=C(COC(=O)[C@@H]1CCCN1S(=O)(=O)c1ccc(Cl)cc1)NCC(F)(F)F	-0.05	0.21	0
30	CCOc1ccc(N2C(=O)CC(S/C(N)=N/N=C/c3cccs3)C2=O)cc1 (stereo unspecified)	-0.74	-1.4	x
31	CCOC(=O)C1=CN(CC2CCCO2)C=C(C(=O)OCC)C1c1ccccc1C(F)(F)F (stereo unspecified)	x	x	-14
32	COc1ccccc1NC(=O)COC(=O)c1ccccc1OCC(=O)Nc1ccc(SC(F)F)cc1	3.2	1.3	x
33	CC12CCC(C(=O)N(CC(O)CN3CCCCCC3)C1=O)C2(C)C (stereo unspecified)	1.3	1.4	-33
34	Cc1cc(C(=O)COC(=O)c2n[nH]c3ccccc23)c(C)n1CC1CCCO1 (stereo unspecified)	0.31	0.26	-24
35	S=C(Nc1cccc(Cl)c1)NC1CC2CCCC(C1)N2C1CCCC1 (stereo unspecified)	-0.03	0.58	-59
36	Cc1cccc(-n2c(Cc3cc(=O)[nH]c(=O)[nH]3)nnc2SCC(=O)Nc2cccc(C(F)(F)F)c2)c1	x	x	13
37	CCOC(=O)c1c(NC(=O)CSc2nnc(C)c(=O)[nH]2)sc2c1CCCC2	1.1	0.94	30
38	Cc1nnc(SCC(=O)Nc2nsc(-c3ccc(Cl)cc3)n2)s1	-0.54	-0.38	17
39	CC[N+]1(C)CCC(=C2c3ccccc3CC(=O)c3sccc32)CC1 (stereo unspecified)	-0.64	-0.44	22
40	CCC/C(C)=N/NC(=O)c1ccccc1O	1	0.9	33
41	O=C(c1cnn(-c2ccccc2)c1)c1ccccc1O	-0.25	-0.28	x
42	COc1ccc(CCNC(=O)Cc2c(Cl)cccc2Cl)cc1	x	x	-100
43	O=C(CSc1nc2ccccc2s1)N1c2ccccc2Sc2ccc(C(F)(F)F)cc21	-0.64	-0.5	-36
44	COc1ccc(N2C(=O)CC(c3ccc(OC(C)C)cc3)C2=O)cc1 (stereo unspecified)	0.04	0.55	x
45	CCOC(=O)CSC1=C(C#N)C(c2ccccc2F)C(C(C)=O)=C(C)N1 (stereo unspecified)	-0.54	-0.11	x
46	CN(c1ccc(OCC(=O)N2CCOCC2)cc1)S(=O)(=O)c1ccc(Cl)cc1	x	x	12
47	O=C(/C=C/c1ccco1)NC(=S)Nc1cccc(-c2nc3ccccc3s2)c1	x	x	-9
48	COc1cc(CCNc2ccc3nnc(-c4ccccc4)n3n2)cc(OC)c1OC	1.6	2	2
49	CC/C(=N\NC(=O)CSc1ncccn1)c1ccc2c(c1)OCCO2	2	1.6	x
50	Cn1c2ccccc2c2c(C(=O)NCC3CCCO3)cn(C3CCCC3)c(=O)c21 (stereo unspecified)	0.76	0.09	-87

Further results follow:
nr	SMILES	sdo1 growth Rescue 24 h	sdo1 growth	Insulin prom inh
51	CC1CCCN(C(=O)C23CCC(C)(C(=O)C2)C3(C)C)C1 (stereo unspecified)	0.06	0.19	34
52	C=C(C)[C@@H]1CC=C(CN2CCC(CCOC)(C(=O)OCC)CC2)CC1	x	x	-250
53	O=C(O)CSc1nnc(-c2ccc3c(c2)OCO3)o1	2.8	1.5	11
54	CCCn1c(SCC(=O)NC(=O)NCc2ccco2)n[nH]c1=O	0.17	0.57	17
55	O=C(NCc1cccs1)c1ccc(S(=O)(=O)N2CCCCC2)cc1	x	x	31
56	COc1cccc(/C=C2\N=C3CCCCCN3C2=O)c1	-1.8	-0.76	23
57	O=C1c2ccccc2C(=O)N1CC(=O)N1c2ccccc2Sc2ccc(C(F)(F)F)cc21	1	-0.3	x
58	CCCCCCc1nnc(N)s1	-0.52	-0.34	-14
59	Cc1cccc(NC(=S)NN2CCN(C)CC2)c1C	-0.22	1.1	-28
60	Cn1nnnc1SCC(=O)NCc1cccc(C(=O)O)c1	-0.5	-0.39	x
61	CC(=O)Nc1cc(-c2ccc(F)cc2)[nH]n1	x	x	-50
62	COc1ccccc1NC(=O)c1ccc(-n2cccn2)nc1	-0.62	-0.31	2
63	CCc1ccc(OCC(=O)OC2CCS(=O)(=O)C2)cc1 (stereo unspecified)	-0.48	0.13	x
64	FC(F)(F)COc1nc(N2CCCCC2)nc(N2CCNCC2)n1	1.9	1.6	45
65	CCCCCCCC(=O)OCC(O)CO (stereo unspecified)	-0.09	-0.61	19
66	CC(=O)Nc1nc2n(n1)C(c1ccc(F)cc1)C=C(c1ccccc1)N2 (stereo unspecified)	-1.1	-1.1	6
67	O=[N+]([O-])c1cc(S(=O)(=O)c2ccc(N3CCCCC3)c([N+](=O)[O-])c2)ccc1N1CCCCC1	1.9	1.4	27
68	CCCC(=O)N1CCN(c2ccc(NC(=O)C(C)(C)C)cc2)CC1	0.2	0.47	3
69	OC(CNC1CCCC1)COc1c(F)cc(Br)cc1F (stereo unspecified)	-0.55	-0.24	7
70	COC(=O)c1c(NC(=O)CC2SC(N)=NC2=O)sc2c1CCC(C(C)(C)C)C2 (stereo unspecified)	0.83	-0.5	-18
71	C=CCn1c(SC/C=C/c2ccccc2)nnc1-c1sc(N)nc1C	-0.92	-1	-58
72	CCN(CC)C(=O)c1sc2nc(-c3ccncc3)[nH]c(=O)c2c1C	1	1.1	x
73	CCOc1cc(/C=C2/N=C(c3ccc(C(C)(C)C)cc3)OC2=O)cc(Cl)c1OS(C)(=O)=O	1.5	1.7	-25
74	Cc1cc(N2CCCCC2)nc2ccc(NC(=O)CCC(=O)NCCC(C)C)cc12	-0.96	-0.2	-48
75	O=C(O)c1ccc2c(c1)C(=O)N(NC(=O)c1ccccc1)C2=O	0.72	1	x
76	Cc1ccc(-n2c(C)cc(/C=N/NC(=O)c3ccncc3)c2C)c(C)c1	1.2	0.92	44
77	CCOC(=O)c1c(NC(=O)C2C3CCC(O3)C2C(=O)O)sc(C)c1-c1ccc(C)cc1 (stereo unspecified)	1.4	1.8	-4
78	O=C(COc1ccccc1)N(CCc1ccccc1)c1nc(-c2ccc(F)cc2)cs1	0.49	0.64	-12
79	COc1cc(-c2nc(CN3CCCN(C(=O)c4ccco4)CC3)c(C)o2)ccc1F	x	x	-54
80	CC1=C(C(=O)OCC2CCCO2)C(c2ccc(Cl)cc2)NC(=O)N1 (stereo unspecified)	x	x	9
81	COC(=O)c1c(-c2ccccc2)csc1NC(=O)CSc1ncnc2sc(C)c(C)c12	-0.08	0.59	3
82	CCOc1ccc(C)cc1S(=O)(=O)n1ccnc1	-1.7	-2	-322
83	O=C(NCCSc1c(-c2ccccc2)[nH]c2ccccc12)c1cc2ccccc2oc1=O	-1.4	-0.57	-10
84	Cc1cc(C)c2nc(-c3ccccn3)cc(C(=O)Nc3ccc(S(=O)(=O)Nc4cc(C)on4)cc3)c2c1	0.87	0.35	-6
85	COc1ccc(-c2cc(-c3ccc(OC)c(OC)c3)n[nH]2)c(O)c1	-0.25	-0.23	13
86	Cc1ccc(N2CCN(C(=O)c3ccccc3NC(=O)C3CC=CCC3C(=O)O)CC2)cc1 (stereo unspecified)	-0.47	-0.3	-14
87	COc1ccc(/C=C2\CCCC3C2=NC(=S)NC3c2ccc(OC)cc2)cc1 (stereo unspecified)	-0.4	-1.4	-23
88	Cc1ccc(CNS(=O)(=O)c2ccc(C(C)(C)C)cc2)n1C	1.7	0.94	29
89	O=C(N/N=C/c1ccncc1)c1cccc([N+](=O)[O-])c1	-0.01	0.71	19
90	C=CCn1c(SCc2nc3ccccc3[nH]2)nnc1-c1cccc(OC)c1	-0.37	-0.03	-21
91	Cn1c(=O)[nH]c(=O)c2c1nc(Br)n2Cc1ccccc1Cl	-1.1	-0.92	50
92	Cc1c(O)ccc2c3c(c(=O)oc12)CCC(C)C3 (stereo unspecified)	-0.66	-0.62	49
93	C=CCN(C(=O)CCC(=O)O)C1CC(=O)N(c2ccc(OCCC)cc2)C1=O (stereo unspecified)	-0.22	0.14	x
94	CCN(CC)CCSc1nc(O)c(-c2ccccc2)c(=O)[nH]1	2	1.5	5
95	O=C(/C=C/Nc1ccccc1Oc1ccccc1)c1ccco1	x	x	-42
96	COCCCn1cnc2c(c1=O)c1nc3ccccc3nc1n2-c1ccc(C)cc1	-0.58	-0.42	25
97	COc1cc2c(cc1OC)C(COc1ccccc1OC)N(C(=O)c1ccco1)CC2 (stereo unspecified)	x	x	17

Screen by screen, quoted from above:
Entries 87 to 92 in sdo1 growth Rescue 24 h: -0.4, 1.7, -0.01, -0.37, -1.1, -0.66
Entries 87 to 92 in sdo1 growth: -1.4, 0.94, 0.71, -0.03, -0.92, -0.62

Rewritten with each value named: part of the list above.
91. Cn1c(=O)[nH]c(=O)c2c1nc(Br)n2Cc1ccccc1Cl
  sdo1 growth Rescue 24 h: -1.1
  sdo1 growth: -0.92
  Insulin prom inh: 50

92. Cc1c(O)ccc2c3c(c(=O)oc12)CCC(C)C3 (stereo unspecified)
  sdo1 growth Rescue 24 h: -0.66
  sdo1 growth: -0.62
  Insulin prom inh: 49

93. C=CCN(C(=O)CCC(=O)O)C1CC(=O)N(c2ccc(OCCC)cc2)C1=O (stereo unspecified)
  sdo1 growth Rescue 24 h: -0.22
  sdo1 growth: 0.14
  Insulin prom inh: x
